# mcGAS inh – blocks mouse cGAS activity | inhibition, % at 12.5 µM | Q8C6L5 | recombinant cGAS, Kinase-Glo ATP depletion luminescence | actives 0.15% (n = 160,000);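 note: 0% = negative control wells and 100% = reference inhibitor with no enzyme activity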
# NPYLR7 ag – activates Aedes aegypti NPYLR7 receptor; activation, % at 10 µM; HEK293T NPYLR7/Galpha15, GCaMP6s calcium fluorescence; actives 0.15% (n = 270,000); in the data active = activation above about 40%;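 note: 0% = vehicle and 100% = reference agonist at the receptor; some compounds past the cut are filed as inactive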
# hcGAS lum – blocks human cGAS activity | Q8N884 | recombinant h-cGAS, ATP depletion, Kinase-Glo luminescence | inhibition, % at 12.5 µM | actives 0.081% (n = 290,000);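 note: 0% = vehicle reaction and 100% = reaction without DNA for no activity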
# Target sequence (Q8N884 whole entry, looked up): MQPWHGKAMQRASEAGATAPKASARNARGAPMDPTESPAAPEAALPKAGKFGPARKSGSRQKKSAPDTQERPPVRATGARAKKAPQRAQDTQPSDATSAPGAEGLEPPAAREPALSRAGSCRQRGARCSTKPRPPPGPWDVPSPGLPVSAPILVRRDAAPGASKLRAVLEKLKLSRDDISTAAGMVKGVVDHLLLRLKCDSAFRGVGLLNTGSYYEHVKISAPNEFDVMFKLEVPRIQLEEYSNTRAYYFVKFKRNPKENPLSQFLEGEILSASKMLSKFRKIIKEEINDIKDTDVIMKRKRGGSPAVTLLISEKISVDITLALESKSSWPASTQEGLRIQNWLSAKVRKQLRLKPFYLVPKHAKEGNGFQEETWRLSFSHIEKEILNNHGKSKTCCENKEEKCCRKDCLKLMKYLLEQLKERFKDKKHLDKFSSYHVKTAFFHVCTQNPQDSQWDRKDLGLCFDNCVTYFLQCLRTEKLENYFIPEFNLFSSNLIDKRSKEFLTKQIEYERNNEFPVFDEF
# * marks the source's active call; other numbers are inactive results; x = not tested or not shown; & = joins results of further samples. Cut-off read from the data, not from the text of the source, unless noted: active = inhibition above about 40%; inactive = the rest. Compounds as they come (roughly 0.27% active in at least one column).
SMILES,mcGAS inh,NPYLR7 ag,hcGAS lum
COc1ccc(S(=O)(=O)Oc2cccc(CN(C(=O)NC(C)(C)C)C3CC3)c2)cc1,1.4,-1.4,6.7
O=c1c2c(-c3cccs3)csc2[nH]c(=S)n1Cc1ccco1,x,3.1,24.1
NS(=O)(=O)c1ccc(S(=O)(=O)NNC(=O)c2ccccc2O)cc1,-2.7,12.2,-7.5
Cc1ccc(Cn2nc(C)c(NC(=O)c3nc4ncccn4n3)c2C)cc1,x,16.9,-5.9
O=C(Cn1nc(-c2ccc(F)cc2)c2sc(N3CCOCC3)nc2c1=O)c1ccccc1,-2.2,-2.1,-0.6
O=S(=O)(NCc1ccco1)c1ccc(NS(=O)(=O)c2ccc(Cl)s2)cc1,-9.8,24.2,-7.3
Oc1c(Cl)cc(Cl)cc1C=Nc1ccc2c(c1)OCO2,x,14.0,-1.2
CC(C)N(C(=O)Cn1nc(-c2ccco2)c2sc(N3CCOCC3)nc2c1=O)c1ccccc1,-1.2,-3.2,-2.4
O=C(Nc1nnc(C2CC2)s1)c1ccco1,x,8.9,0.4
Cc1cc(C(=O)NC(C)Cc2ccc(Br)cc2)on1 (configuration not stated),x,3.0,-13.3
Cc1csc(NC(=O)N2CC(OCCCc3ccccc3)C2)n1,x,0.4,-7.5
CCN(C/C=C/c1ccccc1)C(=O)c1ncccc1C,-15.1,9.2,-6.6
CCn1cnnc1CCNCc1cnc(-c2ccc3ccccc3c2)nc1,x,19.5,-3.8
Cc1cc(CSCc2cc(-c3ccccc3)on2)on1,x,10.8,-10.4
O=C(NCCN1CCOCC1)[C@H]1C[C@@H](O)[C@H](O)[C@@H]2N=C(Nc3ccc(Cl)cc3)S[C@@H]21,-8.4,-5.1,-5.5
O=C(NCC(F)(F)F)C1CCN(C(=O)c2ccc3ccccc3n2)CC1,-1.2,-2.3,4.1
CCC(=O)c1ccc(OCC(O)Cn2nc(C)c(C(C)=O)c2C)cc1 (configuration not stated),-4.5,1.8,-15.0
O=C(Oc1ccc(-c2ccccc2)cc1)c1ccc(S(=O)(=O)N2CCCC2)cc1,-7.0,-1.4,-2.7
CCNc1ncc(C(=O)N2CCN(Cc3ncccc3C)CC2)cn1,-16.5,5.9,-6.7
Cc1cc(OC(=O)c2ccc([N+](=O)[O-])cc2)c([N+](=O)[O-])c(=O)[nH]1,-5.2,6.5,-3.5
COC1(C)OC(N)(OC)C2(C#N)C(C#N)(C#N)C12C(C)=O (configuration not stated),x,-1.7,2.6
O=C(O)C1(S(=O)(=O)c2cccc3nsnc23)CC1,x,24.6,-0.8
Cc1cn2cc(C(=O)N(C)CCO)cc(N[C@@H]3CCOc4cccc(C)c43)c2n1,-9.3,-9.8,-11.5
CC1CCCC(NC(=O)c2cncc(Br)c2)C1 (configuration not stated),x,7.5,-10.5
CCCCCC(C)NC(=O)CN1C(=O)C2CC=CCC2C1=O (configuration not stated),-6.7,-3.9,-3.3
N=c1ccccn1CC(=O)O,x,2.0,-1.1
O=C(C1CCOCC1)N1CCCC(CO)(Cc2cccc(Cl)c2)C1 (configuration not stated),0.4,-9.7,5.1
CCCC1COCCN1C(=O)c1cc(CC(C)C)[nH]c(=O)n1 (configuration not stated),x,16.6&8.2,-14.4&-7.1
CCCCCCCCc1ccc(Sc2cccc3c2C(=O)c2cccc(Sc4ccc(CCCCCCCC)cc4)c2C3=O)cc1,-3.9,6.3,-3.2
CCN1CCN(C(=O)CCC2CCN(C(=O)CCCC(=O)OC)CC2)CC1,x,4.1,-6.6
O=C(Nc1ccccc1F)c1oc2ccccc2c1NC(=O)C1CC1,-3.4,7.5,-4.6
CCOC(=O)c1c(C)nn(-c2ccc(C(=O)Nc3ccc(Oc4ccccc4)cc3)cc2)c1C,-3.3,-3.1,-8.7
S=c1[nH]nc(-c2ccco2)n1C1CCCCC1,x,0.2,-4.2
CC1CCC(NC(=O)CS(=O)Cc2ccccc2)CC1 (configuration not stated),x,-12.9,-9.9
CCn1cc(C(CC(=O)NCc2ccncc2)c2cccc(Cl)c2)c2ccccc21 (configuration not stated),-5.1,26.9,-9.6
Cc1cc(C)n(CC(=O)NC2CCN(CCOc3ccc(Br)cc3)CC2)n1,-10.5,4.9,-5.4
CCOC(=O)N=c1c(C#N)nc(C2OCCO2)cn1C,x,-5.3,-7.7
C=CCN(C)C(=O)c1cncn1-c1cccc(-c2ccc(Oc3ccccc3)cc2)c1,-3.2,3.1,-3.8
COc1ccc(C(=O)N(C)C)cc1NCc1ccc(Cl)s1,-8.9,5.0&5.9,-13.9&-13.9
OCc1cc(/C=C/c2ccccc2)ccn1,-15.0,1.4,-1.1
Cc1nccc(N2CCOc3c(O)cc(-c4nc5ccccc5s4)cc3C2)n1,x,0.8,-4.5
CC(C)(C)S(=O)CCNC(=O)Nc1ccncc1 (configuration not stated),-15.3,-2.3,-7.2
COc1ccc2oc(=O)c(C(=O)Nc3ccccc3OC)cc2c1,-4.0,1.8,-3.0
Cc1oc(=O)c(-c2csc(-c3ccc(Cl)cc3)n2)c(O)c1Br,x,0.6,2.4
CC(C)(C)c1ccc(NC(=O)NCc2nnnn2C2CCCCC2)cc1,x,-3.4,-4.9
CCc1nc2n(n1)C(=O)C(C(c1ccccc1F)N1CCN(C)CC1)S2 (configuration not stated),-7.5,-5.0,-5.7
COc1ccc(NC(=O)CSc2nc(=O)n(CCCN(C)C)c3c2CCCC3)cc1,-5.0,0.1,0.3
Cc1cc(C)c(C)c(S(=O)(=O)N2CCC(c3c[nH]c4ccc(F)cc34)CC2)c1C,-7.0,28.8,-9.9
CN(C)S(=O)(=O)c1cccc(S(=O)(=O)N2CCN(c3cccc(Cl)c3)CC2)c1,x,-3.7,-7.4
COc1ccc(C(=O)Nc2c(C)nc3cccc(C)n3c2=O)cc1,x,3.1,-17.6
Nc1cc(Cl)ccc1Oc1ccccc1,-4.6,6.3,-0.7
CC(C)CCNC(=O)CC(C)NS(=O)(=O)c1cccnc1Cl (configuration not stated),x,-1.8,7.4
COc1ccc(Nc2nc(-c3ccccc3)c3cc(Cl)ccc3n2)cc1,-4.6,-2.3,-7.1
CN(C)c1ccc(CN2CCC(C(=O)NC(c3ccc(Cl)cc3)c3cnccn3)CC2)cc1 (configuration not stated),-3.2,6.6,-3.6
Cc1nn(CC(=O)NC2CCS(=O)(=O)C2)c(C)c1S(=O)(=O)N(C)C (configuration not stated),x,0.9,-1.9
Cc1cc(C)c2nc(C)cc(NC(=O)C(C)C)c2c1,-8.3,2.0,-9.8
COCc1nc(CN(C)C(C)c2ccccc2F)cs1 (configuration not stated),x,2.9,-3.0
COc1ccccc1-n1cc(CN2CCCC(C(=O)c3sccc3C)C2)cn1 (configuration not stated),-6.6,12.7,1.8
CCC(=O)N1CCCC1(C)C(=O)NCc1cnc(C)cn1 (configuration not stated),-1.1,-1.6,0.3
C=C(Br)CNC(=O)c1[nH]c(C)c(C(C)=O)c1CC,-14.9,14.8,-4.8

# Whole records as entered above. Screens in order: mcGAS inh | NPYLR7 ag | hcGAS lum
# Cc1cc(C)c(C)c(S(=O)(=O)N2CCC(c3c[nH]c4ccc(F)cc34)CC2)c1C in the list: -7.0 | 28.8 | -9.9
# COc1ccc(C(=O)Nc2c(C)nc3cccc(C)n3c2=O)cc1 in the list: x | 3.1 | -17.6
# CN(C)c1ccc(CN2CCC(C(=O)NC(c3ccc(Cl)cc3)c3cnccn3)CC2)cc1 (configuration not stated) in the list: -3.2 | 6.6 | -3.6
# Cc1nn(CC(=O)NC2CCS(=O)(=O)C2)c(C)c1S(=O)(=O)N(C)C (configuration not stated) in the list: x | 0.9 | -1.9
# Nc1cc(Cl)ccc1Oc1ccccc1 in the list: -4.6 | 6.3 | -0.7

# 4 of the compounds above, with bars between the fields.
structure | mcGAS inh | NPYLR7 ag | hcGAS lum
CCc1nc2n(n1)C(=O)C(C(c1ccccc1F)N1CCN(C)CC1)S2 (configuration not stated) | -7.5 | -5.0 | -5.7
COc1ccc(NC(=O)CSc2nc(=O)n(CCCN(C)C)c3c2CCCC3)cc1 | -5.0 | 0.1 | 0.3
Cc1cc(C)c(C)c(S(=O)(=O)N2CCC(c3c[nH]c4ccc(F)cc34)CC2)c1C | -7.0 | 28.8 | -9.9
CN(C)S(=O)(=O)c1cccc(S(=O)(=O)N2CCN(c3cccc(Cl)c3)CC2)c1 | x | -3.7 | -7.4

# Going on with the list:
SMILES,mcGAS inh,NPYLR7 ag,hcGAS lum
Cc1ccc(-c2cnc3c(Nc4cccc(OC(F)(F)C(F)F)c4)nccn23)cc1,-4.0,-4.6,-4.5
COc1cc(-c2nc(CN3CCCC(OCc4ccccc4)C3)c(C)o2)ccc1F (configuration not stated),-10.7,18.8,-7.5
Cc1c(C(=O)NC(C)CCc2ccccc2)cnc2c(-c3ccc(F)cc3)cnn12 (configuration not stated),-6.6,27.4,-4.3
CCC(CNC1CCN(C)CC1)Cc1ccccc1 (configuration not stated),x,-0.2,-6.8
O=S(=O)(CCCOc1ccc2c(c1)OCO2)NC1CCCCCC1,-5.8,0.5,-1.0
O=C(Nc1cccc2ccccc12)C1CC(=O)N(C2CC2)C1 (configuration not stated),x,-0.8,3.5
O=C(Cc1c(F)cccc1Cl)N1CCN(C(=O)C2CC2c2ccc3c(c2)OCO3)CC1 (configuration not stated),x,6.2,3.0
CCC(CC)NCC1(Cn2ccnc2C)CC1,-16.5,15.2,-6.0
Cc1c(C)n2c3c(=O)n(CCN4CCCCC4)c(=O)n(C)c3nc2n1CC1CCCO1 (configuration not stated),-5.0,6.8,-4.9
O=C(Nc1ccc(F)cc1F)c1ccc(N2CCOC2=O)cc1,x,-2.1,-19.9
O=c1c2ccccc2cnn1C1CCS(=O)(=O)C1 (configuration not stated),-15.4,21.2,-10.7
O=C(O)c1cc(I)cc(I)c1O,x,9.8,12.4
Cc1cccc(C(=O)Nc2c3c(nn2-c2ccccc2)CS(=O)(=O)C3)c1,x,-0.5,-2.2
CCOc1ccc2nc(N3CCCC3C(=O)NCC(C)(C)N3CCOCC3)nc(C)c2c1 (configuration not stated),-2.4,-1.5,-3.7
CN1C(=O)c2ccccc2NC12CCN(C(=O)c1ccoc1)CC2,x,10.3,-9.8
CN(C)S(=O)(=O)Nc1ccc(N2CCC(NCC3(c4ccccc4)CCOCC3)CC2)cc1,-2.0,-5.6,0.9
COc1cc(C(=O)Nc2cccc(N3CCCC3=O)c2)c([N+](=O)[O-])cc1OC(F)F,-5.9,10.8,-4.8
CCOc1cccc2cc(C(N)=O)c(=Nc3ccccc3C)oc12,-7.6,-9.4,-5.0
CC(=O)Nc1ccc(-c2ccc(S(=O)(=O)N3CCN(CC(F)(F)F)CC3)cc2)cc1,x,0.8,-4.5
Cc1ccc(F)cc1-c1ccccc1C(N)=O,-15.5,8.8,-1.6

# In the list so far, these contain a COOH group.
SMILES,mcGAS inh,NPYLR7 ag,hcGAS lum
O=C(O)C1(S(=O)(=O)c2cccc3nsnc23)CC1,x,24.6,-0.8
N=c1ccccn1CC(=O)O,x,2.0,-1.1
O=C(O)c1cc(I)cc(I)c1O,x,9.8,12.4

# New compounds follow
SMILES,mcGAS inh,NPYLR7 ag,hcGAS lum
CC(C)OC(=O)CCC/C=C\C[C@@H]1[C@@H](/C=C/C(O)COc2cccc(C(F)(F)F)c2)[C@H](O)C[C@@H]1O (some centres not stated),x,2.8,-3.8
CC(=O)Nc1ccc(C(=O)N2CCN(Cc3cc(=O)c(OCc4ccc(C(F)(F)F)cc4)co3)CC2)cc1,-9.3,-2.0,-6.1
COC(=O)[C@@H](NC(=O)c1ocnc1C)C(C)(C)C,x,9.7,-8.0
O=C(COc1coc(CN2CCc3ccccc3C2)cc1=O)NCc1ccc(F)cc1,-7.9,-1.8,-7.4
O=C(Cc1ccc(F)cc1)N(CCCn1ccnc1)c1nc2ccc(F)cc2s1,-7.0,-3.4,-4.8
O=C(COC(=O)C1CCN(C=CC(=O)C(F)(F)F)CC1)NC12CC3CC(CC(C3)C1)C2,x,10.4,-4.2
CCc1nnc(-c2nc3c([nH]2)CC(c2cccc(OC)c2)CNC3=O)s1 (configuration not stated),-11.7,x,-10.6
Cc1ccc(-n2nc(C(=O)NCC3CCCO3)c(=O)n(Cc3ccccc3C)c2=O)cc1F (configuration not stated),-5.6,0.3,-2.7

# From PubChem
